Screening data deposited in PubChem BioAssay by National Center for Advancing Translational Sciences (NCATS).
CBFb RUNX1 block: blocks binding between human CBF-beta and RUNX1; Q01196+Q13951; AlphaScreen CBFb-His/RUNX1-biotin binding, biochemical; Potency, µM (highest dose often 59.8 µM), for inactives: top-dose activity, negative = inhibition, most hits filed as inhibitors; 230,000 tested, under 10 active; note: % of control where 0% means no effect
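AlphaScreen proximity signal reports loss of binding between His-tagged CBF-beta and biotin-labelled RUNX1, each at 30 nM. Proteins are pre-associated for 20 minutes, compounds added for 15 minutes, then beads for 90 minutes, all at ambient temperature.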
Epigenetic derep: derepresses silenced GFP reporter in murine cells. murine LDR cells, GFP reporter derepression, 30 h. Potency, µM (top dose mostly 53.9 µM), inactives show top-dose GFP activation, hits mostly activators. hit rate 0.2% among 280,000. AID 1865; note: potency is the fitted concentration of half-maximal effect; % of control where 0% means no effect; nearly all actives have a fitted effect of over 60% in size
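In this reporter-derepression format, murine cells bearing a silenced integrated CMV-GFP locus incubate with test compound (30 h, 37 C), then are washed and imaged; fluorescent objects of 20–120 um count as induced cells.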
NPSR antag: antagonists of human neuropeptide S receptor cAMP signaling. Q6W5P4. CHO-NPSR cells, cAMP TR-FRET, antagonist mode. Potency, µM (titrated, usually from 38.3 µM), without a hit: at the top dose activity change, negative = inhibition, usual class: inhibitors. hit rate 1% among 220,000. AID 1461; note: potency is the fitted concentration of half-maximal effect; % is set by controls: 0 for no effect and ±100 for the full control effect; nearly all actives have a fitted effect of over 50% in size; many of its hits are not listed in these tables
Target sequence (Q6W5P4 whole entry, looked up): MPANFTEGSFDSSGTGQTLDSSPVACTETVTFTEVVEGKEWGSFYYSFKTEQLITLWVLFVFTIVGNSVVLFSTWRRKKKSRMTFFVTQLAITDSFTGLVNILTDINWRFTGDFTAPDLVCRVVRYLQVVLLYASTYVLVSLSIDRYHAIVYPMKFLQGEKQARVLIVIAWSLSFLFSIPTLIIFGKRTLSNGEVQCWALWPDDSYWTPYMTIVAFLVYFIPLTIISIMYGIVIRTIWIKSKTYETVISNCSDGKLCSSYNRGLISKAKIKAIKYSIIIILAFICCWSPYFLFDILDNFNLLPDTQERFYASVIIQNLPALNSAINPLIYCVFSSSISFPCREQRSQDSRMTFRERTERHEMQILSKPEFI
IMPase Li inh: membrane-permeable IMPase blocker, potentiated with lithium | CHO-M1 cells, IP1 TR-FRET (IP-One), carbachol + lithium | Potency, µM (highest dose often 59.4 µM), inactives show at the highest dose activity, negative = IMPase inhibition, most hits filed as inhibitors | hit rate 0.35% among 210,000;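 note: IP1 builds up when IMPase is blocked and the TR-FRET signal falls; potency is the fitted concentration of half-maximal effect; plate controls were basal vehicle for no effect and high inhibitor control for full effect; nearly all actives have a fitted effect of over 50% in size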
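Concentration–response in CHO-M1 cells, lithium-potentiated; 30 min at 37C. IP1 detected by competitive TR-FRET after 10 min lysis at RT. Hill-fitted AC50.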
Luc counter: counter-screen: inhibitors of Kinase-Glo firefly luciferase; Potency, µM (titrated, usually from 38.3 µM), inactives show at the top dose activity change, negative = inhibition, hits mostly inhibitors; hit rate 0.28% among 200,000; Q27757; AID 1379; Kinase-Glo luciferase, ATP luminescence, 8 min; note: potency is the fitted concentration of half-maximal effect; % is set by controls: 0 for no effect and ±100 for the full control effect; nearly all actives have a fitted effect of over 60% in size
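Compounds were added to a substrate mix at pH 7.2 (50 mM imidazole, 10 uM ATP, within the enzyme's linear range), followed by Kinase-Glo detection reagent; luminescence was measured after 8 minutes at ambient temperature.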
GLA spleen mod: alpha-galactosidase A (human) modulation. P06280. AID 2107. Potency, µM (titrated, usually from 80 µM), for the others: top-dose activity change, negative = inhibition, usual class: inhibitors. hit rate 0.008% among 240,000. human spleen homogenate, 4MU-alpha-Gal fluorescence, 40 min;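 note: potency is the fitted concentration of half-maximal effect; 0% = enzyme with vehicle and -100% = no enzyme basal signal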
Target sequence (P06280 32-429 limits assumed): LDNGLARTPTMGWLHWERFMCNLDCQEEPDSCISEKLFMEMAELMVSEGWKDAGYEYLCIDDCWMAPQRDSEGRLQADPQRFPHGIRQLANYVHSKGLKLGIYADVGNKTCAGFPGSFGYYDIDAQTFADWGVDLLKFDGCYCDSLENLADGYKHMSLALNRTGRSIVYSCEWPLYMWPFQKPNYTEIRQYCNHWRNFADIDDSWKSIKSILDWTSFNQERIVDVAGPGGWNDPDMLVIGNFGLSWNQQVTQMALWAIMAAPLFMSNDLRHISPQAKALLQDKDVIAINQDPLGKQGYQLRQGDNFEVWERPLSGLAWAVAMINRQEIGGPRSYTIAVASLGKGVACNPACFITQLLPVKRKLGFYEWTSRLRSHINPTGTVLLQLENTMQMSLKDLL
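qHTS titration in buffer at pH 5.0. Alpha-galactosidase activity in spleen homogenate was measured via 4-methylumbelliferone release from 1 mM fluorogenic substrate after 40 min at 37C and a pH 10 stop. AC50 came from Hill fits of control-normalized data.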
Lamin A splicing: changes lamin A minigene splicing in HeLa cells | Potency, µM (series often up to 46.1 µM), inactives show at the highest dose ratio change, negative = inhibition, most hits filed as inhibitors | HeLa LMNA splicing GFP/RFP minigene ratio, 48 h | hit rate 0.01% among 200,000 | AID 1487; active = well fitted inhibition curve with a large enough effect in the signal ratio, with a control signal flat, not every such curve was filed as active; inconclusive = small, poorly fitted or top-dose-only effect, or effect the other way, or a change in a side signal; the % refers to the signal ratio; note: potency is the fitted concentration of half-maximal effect; % is set by controls: 0 for no effect and ±100 for the full control effect
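S3 HeLa cells stably expressing lamin A-EGFP splicing minigene plus DsRed2, 600 cells/well, 48 h compound exposure at 37C. Laser-scanning cytometry; analysed as GFP (500-530 nm)/RFP (575-640 nm) total intensity ratio; 0.5% DMSO vehicle.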
The depositor's hits bear a star; ? = inconclusive; · = no result given; [ ] = remark or other dose. Unless noted, calls come from the whole dose curve; as a rule, active = well fitted curve in the direction sought with a large enough effect; inconclusive = small, poorly fitted or top-dose-only effect, or another doubt; inactive = no such curve, though single readings can be large; an effect the other way counts as inactive or inconclusive.

SMILES | CBFb RUNX1 block | Epigenetic derep | NPSR antag | IMPase Li inh | Luc counter | GLA spleen mod | Lamin A splicing
CCc1ccn2cc(-c3ccc4c(c3)OCO4)nc2c1 | -10% | 0.0% | -22% | · | · | 0% | ·
O=C(NCC1CCCO1)c1ccc(CS(=O)(=O)c2ccc(Br)cc2)o1 (centres undefined) | -2% | 0.7% | -5%[46.1 µM] | 5%[38.3 µM] | 2% | -4% | 1%
CCn1c(=O)c2cc(C(=O)Nc3cc(C)on3)sc2c2ccccc21 | 0% | -1.0% | ? | -22%[38.3 µM] | -2% | 5% | -6%
CN1CCN(CC(O)c2ccccc2)CC1 (centres undefined) | -7% | -0.9% | 12%[46.1 µM] | -3%[38.3 µM] | -6% | 5% | 3%
COc1ccc([N+](=O)[O-])cc1NC(=O)CCN1CCN(C)CC1 | 3% | 2.6% | 26% | 2% | 1% | -2% | ·
C=CCN1C(=O)NC(c2ccccc2)(C(F)(F)F)S/C1=C(\C#N)c1nnc(N2CCOCC2)n1-c1ccccc1 (centres undefined) | 4% | ? | -47% | 6% | -2% | -4% | -21%
O=C(CCCCn1c(=O)[nH]c2ccsc2c1=O)NCCc1ccccc1 | 7% | 5.9% | 3% | -3% | 1% | 0% | ?
COc1ccccc1OCCN1C(=O)S/C(=C\c2ccco2)C1=O | -12% | -1.4% | -20%[46.1 µM] | -1%[38.3 µM] | -7% | -15% | 1%
O=C(Nn1cnnc1)c1cc2c(s1)CCCC2 | 8% | -1.1% | -7%[46.1 µM] | 18%[38.3 µM] | -1% | -3% | -3%
O=S(=O)(c1ccc(OCC(O)CN2CCN(c3ccc(F)cc3)CC2)cc1)N1CCOCC1 (centres undefined) | 2% | -0.9% | -1%[46.1 µM] | -4%[38.3 µM] | 5% | -3% | ?
CN(C)Cc1ccccc1-c1ccc2ncnc(NCc3cccs3)c2c1 | · | 1.3% | · | 19% | -3% | -4% | -9%
CCC(C)(C)NC(=O)CN(C(=O)CCC(=O)Nc1cc(C)ccn1)c1ccc2c(c1)OCO2 | 1% | -1.0% | 2%[46.1 µM] | 18%[38.3 µM] | -3% | 1% | -1%
NS(=O)(=O)c1ccc(NC(=O)C(Sc2ccccc2)c2ccccc2)cc1 (centres undefined) | 5% | -1.0% | -8% | 3% | 0% | 0% | -12%
Cc1cc(C)c(N2CCN(S(=O)(=O)N3CCCCCC3)CC2)c(C)c1 | 17% | -1.1% | ? | 42%[activator][38.3 µM] | -1% | -3% | -20%
Cc1cccc2sc(N(CCCN(C)C)C(=O)c3cc4ccccc4oc3=O)nc12 | -5% | 2.3% | -3%[46.1 µM] | 29% | 3% | 0% | -18%
COCCN(C(=S)Nc1ccc(OC)cc1)C(C)c1cccs1 (centres undefined) | -6% | 0.0% | -9%[46.1 µM] | 6% | 2% | 1% | -3%
COc1ccc(OC)c(NC(=O)CC(NCCC2=CCCCC2)C(=O)O)c1 (centres undefined) | -1% | -5.0% | -2%[46.1 µM] | -12%[38.3 µM] | 1% | 14% | -2%
COc1ccc(N2CCN(c3cc(C)c4ccc(O)cc4n3)CC2)cc1 | -15% | 0.0% | -7%[46.1 µM] | 3% | -2% | 8% | -2%
COC(=O)c1ccc(Oc2ccc(C(C)(C)C)cc2)c([N+](=O)[O-])c1 | -2% | 0.2% | ? | 19%[38.3 µM] | -3% | 6% | 9%
CCn1c(SCC(=O)Nc2ccccc2)nc2c1c(=O)n(C)c(=O)n2C | 4% | 0.0% | 5%[46.1 µM] | 4% | 1% | 5% | -8%
CCOC(=O)N1CCN(C(=O)C2COc3ccccc3O2)CC1 (centres undefined) | 2% | -5.8% | -10%[46.1 µM] | 0%[38.3 µM] | -1% | 5% | 8%
O=c1c2ccccc2nc(-c2cccc(Cl)c2)n1O | -2% | 0.9% | -7%[46.1 µM] | 22%[38.3 µM] | -5% | -1% | ?
CN(NC(=S)Nc1ccc(OC(F)F)cc1)C(=S)Nc1ccc(OC(F)F)cc1 | -1% | 0.0% | 15% | -7% | 2% | 6% | ?
CCCN(CCC)CCNC(=O)c1cc2c(C)nc3ccccc3c2o1 | 5% | 0.8% | 7%[46.1 µM] | 15%[38.3 µM] | 2% | 3% | 2%
Cc1cc(NC(=O)CSc2ccc(F)cc2)no1 | 2% | 2.6% | 7% | -7% | -1% | -5% | ·
COc1ccc(OC)c(NC(=O)C2C3CC4OC(=O)C2C4C3)c1 (centres undefined) | 0% | -0.8% | 11%[46.1 µM] | -2% | 1% | -7% | -7%
CCOC(=O)C1(CCc2ccccc2)CCN(C(=O)CN2C(=O)CSC2=O)CC1 | 3% | 14% | 22% | 15% | -3% | 7% | ·
O=C(Nc1ccccc1C(=O)O)/C(=C/c1ccc([N+](=O)[O-])cc1)NC(=O)c1ccc(Br)o1 | -1% | 0.9% | -27% | -3% | 2% | 26% | ·
CN(C)C(=O)CN(C)S(=O)(=O)c1ccc(Cl)cc1 | -2% | -1.5% | 8%[46.1 µM] | 0%[38.3 µM] | -1% | 10% | 4%
O=C(NC1CCCCC1)C(c1ccc(F)cc1)N(CCc1ccccc1)C(=O)CN1C(=O)c2ccccc2S1(=O)=O (centres undefined) | 4% | 1.0% | ? | 14% | -5% | 8% | -10%
COc1ccc(OC)c(NC(=S)NCCSc2ccc(C)cc2)c1 | -20% | -0.9% | 2% | 5% | 1% | 4% | ?
O=C(Nc1ccn(Cc2cccc3ccccc23)n1)c1cccnc1 | -2% | 1.1% | 6% | 13% | 3% | 2% | ?
O=C(Cn1cncn1)NCc1cccc(OC(F)F)c1 | -2% | -0.1% | 8% | 10% | 0% | 6% | 1%[46 µM]
Cc1ccc(S(=O)(=O)NCCc2cccs2)cc1 | 14% | 1.1% | 8% | · | · | -1% | ·
CSc1nc(Sc2ccccc2)c2ccccc2n1 | 24% | 0.1% | 14%[46.1 µM] | 11% | 1% | -2% | ?
c1ccc(-n2c(SCc3ccncc3)nnc2-c2ccco2)cc1 | 3% | -4.4% | -26%[46.1 µM] | 6%[38.3 µM] | 3% | -1% | ?
Cc1nc(Nc2ccc3c(c2)OCCO3)c2oc3ccccc3c2n1 | 0% | -5.8% | -6%[46.1 µM] | 21%[38.3 µM] | -8% | -4% | ?
COC(=O)c1ccc(/C=N/OCC(=O)NCc2ccc(F)cc2)cc1 | 5% | -0.1% | -6% | 6% | -4% | -9% | ·
COC(=O)c1cc2c(=O)n3ccccc3nc2n(C)c1=N | 4% | -0.5% | 0%[46.1 µM] | -15%[38.3 µM] | -1% | ? | 11%
COc1ccc2cc(C3(C)NC(=O)N(CC(=O)NCc4ccco4)C3=O)ccc2c1 (centres undefined) | -1% | 0.8% | -3%[46.1 µM] | -3%[38.3 µM] | 0% | -1% | 8%

Laid out differently: results already given.
smiles,CBFb RUNX1 block,Epigenetic derep,NPSR antag,IMPase Li inh,Luc counter,GLA spleen mod,Lamin A splicing
Cc1cc(C)c(N2CCN(S(=O)(=O)N3CCCCCC3)CC2)c(C)c1,17%,-1.1%,?,42%[activator][38.3 µM],-1%,-3%,-20%
Cc1cccc2sc(N(CCCN(C)C)C(=O)c3cc4ccccc4oc3=O)nc12,-5%,2.3%,-3%[46.1 µM],29%,3%,0%,-18%
COCCN(C(=S)Nc1ccc(OC)cc1)C(C)c1cccs1 (centres undefined),-6%,0.0%,-9%[46.1 µM],6%,2%,1%,-3%
COc1ccc(OC)c(NC(=O)CC(NCCC2=CCCCC2)C(=O)O)c1 (centres undefined),-1%,-5.0%,-2%[46.1 µM],-12%[38.3 µM],1%,14%,-2%

The listing continues.
SMILES | CBFb RUNX1 block | Epigenetic derep | NPSR antag | IMPase Li inh | Luc counter | GLA spleen mod | Lamin A splicing
COCCNC(=O)c1ccc2c(=O)n(CCCN3CCCC3=O)c(=S)[nH]c2c1 | -5% | 0.1% | 9% | -6% | 0% | 2% | 7%[46 µM]
C=C(C)Cn1c(-c2cccc([N+](=O)[O-])c2)n[nH]c1=S | 12% | -1.1% | -8% | 6% | 0% | -3% | 12%[46 µM]
Cc1ccc(NC(=O)CN(C)c2ccc(S(=O)(=O)N3CCCC3)cn2)cc1 | 5% | 3.2% | -4% | -9% | 5% | -2% | ·
CSc1ccc(Cn2nnc(C(=O)NCc3ccccc3)c2N)cc1 | 17% | 0.0% | -13%[46.1 µM] | 30%[38.3 µM] | 1% | 2% | -3%
C=CCn1c(=O)c2ccccc2n2c(SCC(N)=O)nnc12 | 0% | -3.3% | -5%[46.1 µM] | -13%[38.3 µM] | 0% | -2% | 0%
Cc1cc(NC(=O)C2CCCN(S(=O)(=O)c3c(C)noc3C)C2)n[nH]1 (centres undefined) | -2% | 5.4% | -3%[46.1 µM] | -3%[38.3 µM] | -2% | -1% | 3%
Cn1c(/N=C/c2c(O)ccc3ccccc23)nc2ccccc21 | -2% | 0.3% | -18%[46.1 µM] | 61%[activator][38.3 µM] | -12% | -5% | ?
Cc1ccccc1NC(=O)Cc1nc(CCl)cs1 | -1% | 1.1% | -1% | -2% | -10% | 6% | 5%
CC(=O)O/N=C(\N)Cc1ccc(-c2csnn2)cc1 | 1% | 9.3% | -14% | · | · | -11% | ·
CCCCN1C(=O)NC(NC(=O)c2ccco2)(C(F)(F)F)C1=O (centres undefined) | 1% | -1.6% | 0%[46.1 µM] | -5%[38.3 µM] | -2% | -4% | 14%
COC(=O)c1ccc(-n2c(C)cc(/C=N/n3cnnc3)c2C)cc1 | -11% | 0.7% | -11%[46.1 µM] | 11%[38.3 µM] | 1% | -15% | 16%
COc1ccc(N=Nc2nc(-c3ccccc3)c(-c3ccccc3)[nH]2)cc1 | · | -0.9% | -54% | 6% | -1% | -3% | ?
Fc1cccc(Cl)c1Cn1nnc(-c2ccc(N3CCOCC3)cc2)n1 | 15% | 0.0% | -9%[46.1 µM] | 15% | 2% | 5% | -11%
Cc1ccc(C(=O)Nc2nccs2)cc1 | 1% | -0.2% | -1% | -4% | -15% | 3% | -10%[46 µM]
COc1ccc(NC(=O)CSc2nc3ccsc3c(=O)n2Cc2ccccn2)c(OC)c1 | -24% | -4.8% | -17% | 5% | -1% | 2% | ·
CCC1=Nc2cc(C(=O)NCCCOC(C)C)ccc2Sc2ccccc21 | -6% | 2.7% | -7%[46.1 µM] | 29%[38.3 µM] | -1% | -1% | -18%
COC(=O)/C(=C1\OC(=O)C(c2ccccc2)C1=O)c1ccccc1 (centres undefined) | · | -0.2% | · | 6% | -2% | 3% | 9%
O=C(NNc1cc(Br)c(O)c(Br)c1)c1ccccc1 | -4% | 2.5% | -13% | 16% | -15% | -9% | 4%[46 µM]

Some of the compounds tested; rates above refer to the full screens.
